Screening data deposited in PubChem by The Scripps Research Institute Molecular Screening Center.
TEAD-YAP block = TEAD-YAP interaction inhibition | HEK-TIYL cells, TEAD-Gal4/YAP UAS-luciferase luminescence | inhibition, % at 9.12 µM | actives 1.4% (n = 640,000); in the data active = inhibition above about 32%;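 also: 0% = median of test compound wells and 100% = reference inhibitor wells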
GPR151 ag = activates the human receptor GPR151 | Q8TDV0 | PathHunter beta-arrestin GPR151 cells, luminescence | activation, % at 11.2 µM | actives 1% (n = 650,000) | AID 1508602; in the data active = activation above about 4.9%;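 also: 0% = median of compound wells and 100% = cells with positive control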
Target sequence (Q8TDV0 whole entry, looked up): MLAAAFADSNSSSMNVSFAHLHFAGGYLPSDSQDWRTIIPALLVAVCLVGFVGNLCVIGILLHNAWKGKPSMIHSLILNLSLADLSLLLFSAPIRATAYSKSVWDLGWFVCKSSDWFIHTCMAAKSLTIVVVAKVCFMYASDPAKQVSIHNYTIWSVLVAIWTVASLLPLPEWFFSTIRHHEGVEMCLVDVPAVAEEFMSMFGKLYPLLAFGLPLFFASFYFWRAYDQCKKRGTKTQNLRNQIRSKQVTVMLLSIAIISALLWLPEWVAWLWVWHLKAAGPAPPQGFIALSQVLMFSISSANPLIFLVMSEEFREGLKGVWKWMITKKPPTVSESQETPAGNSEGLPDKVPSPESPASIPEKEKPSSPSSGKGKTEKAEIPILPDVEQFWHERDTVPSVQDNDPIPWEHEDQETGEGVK
FBW7 act = activators of human E3 ligase FBW7; AID 1259310; AlphaScreen FBW7–phospho-cyclin E peptide binding, activator screen; actives 0.13% (n = 650,000); Q969H0; normalized activity (activation), % at 26.1 µM; in the data active = normalized activity above about 1.9%;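 also: purified mutant Fbw7 with reduced substrate affinity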
MITF primary = human MITF inhibition, primary screen; AlphaScreen MITF homodimerization, bead proximity signal; inhibition, % at 2.6 µM; actives 0.91% (n = 650,000); in the data active = inhibition above about 50%;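 also: 0% = vehicle wells with protein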
Target sequence (O75030 whole entry, looked up): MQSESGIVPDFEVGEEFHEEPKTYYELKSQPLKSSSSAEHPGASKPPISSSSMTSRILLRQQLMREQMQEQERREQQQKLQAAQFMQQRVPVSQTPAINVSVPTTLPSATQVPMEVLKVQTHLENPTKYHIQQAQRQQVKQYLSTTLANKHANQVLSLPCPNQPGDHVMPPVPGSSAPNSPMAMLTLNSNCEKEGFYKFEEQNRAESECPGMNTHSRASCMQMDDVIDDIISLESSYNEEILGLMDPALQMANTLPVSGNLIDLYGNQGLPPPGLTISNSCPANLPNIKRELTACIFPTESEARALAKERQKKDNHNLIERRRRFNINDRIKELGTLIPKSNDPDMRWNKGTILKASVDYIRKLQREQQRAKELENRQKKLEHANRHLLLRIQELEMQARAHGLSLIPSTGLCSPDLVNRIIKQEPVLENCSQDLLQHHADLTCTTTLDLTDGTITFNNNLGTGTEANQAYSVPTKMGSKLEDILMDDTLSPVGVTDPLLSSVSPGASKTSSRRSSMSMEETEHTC
* hit, by the source's call.

The opening two records as a preview:
For CCOc1nc(NCCC2=CCCCC2)nc(N2CCOCC2)n1 the results were TEAD-YAP block -0.3, GPR151 ag 1.3, FBW7 act -0.1 and MITF primary 1.4.
`Oc1c(C(Nc2ccccn2)c2ccc(OC(F)F)cc2)ccc2cccnc12` (centres undefined) gave TEAD-YAP block 70.2*, GPR151 ag 0.3, FBW7 act -1.7 and MITF primary 12.2.

All compounds of this part (from the top)
For CCOc1nc(NCCC2=CCCCC2)nc(N2CCOCC2)n1 the results were TEAD-YAP block -0.3, GPR151 ag 1.3, FBW7 act -0.1 and MITF primary 1.4.
`Oc1c(C(Nc2ccccn2)c2ccc(OC(F)F)cc2)ccc2cccnc12` (centres undefined) gave TEAD-YAP block 70.2*, GPR151 ag 0.3, FBW7 act -1.7 and MITF primary 12.2.
`CCN(C1=C(Cl)C(=O)N(c2ccccc2)C1=O)c1ccccc1` gave TEAD-YAP block 6.1, GPR151 ag -0.2, FBW7 act -0.2 and MITF primary 7.3.
O=C(O)C1C2C=CC(C2)C1C(=O)OCC1CCCO1 (centres undefined) was read as TEAD-YAP block -1.4, GPR151 ag 0.5, FBW7 act 0.2 and MITF primary 9.2.
For COc1ccc(-n2nc3c(c2NC(=O)/C=C\c2ccc(OC)c(OC)c2)CSC3)cc1 the results were TEAD-YAP block -8.1, GPR151 ag -0.3, FBW7 act -0.1 and MITF primary -0.4.
Screening COc1ccc2c(COC(=O)COc3ccc4c(C)cc(=O)oc4c3)cc(=O)oc2c1 returned TEAD-YAP block 3.0, GPR151 ag -0.4, FBW7 act -0.1 and MITF primary 7.6.
Screening CCCc1noc(-c2ccc(O)cc2)n1 returned TEAD-YAP block -25.0, GPR151 ag -8.4, FBW7 act 0.5 and MITF primary -2.6.
Screening O=C1C(Cl)=C(NCc2ccccc2)C(=O)N1c1cccc(Cl)c1Cl returned TEAD-YAP block 22.1, GPR151 ag -1.1, FBW7 act 0.0 and MITF primary -5.7.
For COc1ccccc1C(NC(=O)C(C)C)c1ccc2cccnc2c1O (centres undefined) the results were TEAD-YAP block 72.8*, GPR151 ag -1.3, FBW7 act -2.1 and MITF primary 22.8.
Screening Cc1cc(C)cc(NC(=O)N2CCC(CN3CCOCC3)CC2)c1 returned TEAD-YAP block -9.3, GPR151 ag -0.9, FBW7 act -0.1 and MITF primary 2.6.
CC1CCC2C(=O)N(c3ccccc3)C(=O)C2C1 (centres undefined) was read as TEAD-YAP block 6.0, GPR151 ag 2.1, FBW7 act -0.3 and MITF primary 19.7.
Screening CN(C)c1nc(N)nc(CSc2nnnn2-c2ccc3c(c2)OCO3)n1 returned TEAD-YAP block 0.5, GPR151 ag 1.1, FBW7 act 0.1 and MITF primary 7.3.
COc1cc(C(=O)NC(=S)Nc2ccc(C)cc2O)cc(OC)c1OC was read as TEAD-YAP block 5.0, GPR151 ag 2.9, FBW7 act -0.3 and MITF primary 16.3.
`CCCCCCC#CC(C)(O)CNC(Cc1c[nH]c2ccccc12)C(=O)O` (centres undefined) gave TEAD-YAP block 2.5, GPR151 ag -0.6, FBW7 act -0.1 and MITF primary -9.9.
For Oc1cccc2ccc(N3CCN(c4ccccc4)CC3)nc12 the results were TEAD-YAP block -67.2, GPR151 ag -0.8, FBW7 act 0.0 and MITF primary 9.4.
Screening O=C(CC12CC3CC(CC(Br)(C3)C1)C2)OCC(=O)N1CCCC1 returned TEAD-YAP block -6.3, GPR151 ag 0.5, FBW7 act 0.0 and MITF primary -10.6.
CCOC(=O)C(NS(=O)(=O)c1ccc([N+](=O)[O-])cc1)C(C)C (centres undefined) was read as TEAD-YAP block 5.6, GPR151 ag 0.4, FBW7 act 0.0 and MITF primary 3.0.
Screening COC(=O)C(=O)N/N=C/c1c(Cl)cccc1Cl returned TEAD-YAP block 11.7, GPR151 ag 0.5, FBW7 act 0.1 and MITF primary 9.8.
CCOC(=O)c1c(NC(=O)C(Cc2ccccc2)N2C(=O)c3ccccc3C2=O)sc2c1CCCC2 (centres undefined) was read as TEAD-YAP block 2.7, GPR151 ag -1.1, FBW7 act -0.1 and MITF primary -9.7.
For COc1ccc(NC(=O)CN(Cc2ccc(Br)cc2)S(=O)(=O)c2ccccc2)c(OC)c1 the results were TEAD-YAP block -1.0, GPR151 ag -0.6, FBW7 act 0.0 and MITF primary 7.9.
Screening CCc1ccc(-c2nc(CSCC(=O)NCCCN3CCCC3=O)c(C)o2)cc1 returned TEAD-YAP block -2.0, GPR151 ag 0.1, FBW7 act 0.0 and MITF primary 10.8.
For CCCNC(=O)c1cnc(Nc2ccc(C(F)(F)F)cc2)s1 the results were TEAD-YAP block -3.4, GPR151 ag -2.1, FBW7 act 0.1 and MITF primary 19.5.
For c1cncc(-c2ccc3cnc(Nc4ccc(-n5cnc(N6CCOCC6)n5)cc4)nc3c2)c1 the results were TEAD-YAP block 31.1, GPR151 ag 1.1, FBW7 act -0.1 and MITF primary 0.3.
`CC1(C)Cc2ccccc2C(NNC(=O)c2ccc(Br)o2)=N1` gave TEAD-YAP block -0.3, GPR151 ag -0.5, FBW7 act 0.0 and MITF primary -5.9.
`C/C(=N\Nc1ccccc1)c1cccc(N)c1` gave TEAD-YAP block -60.4, GPR151 ag 0.7, FBW7 act -0.4 and MITF primary -9.2.
For O=C(COc1cccnc1[N+](=O)[O-])NCCC1=CCCCC1 the results were TEAD-YAP block -5.6, GPR151 ag -1.0, FBW7 act 0.1 and MITF primary 2.0.
CCOC(=O)C1=C(C(F)(F)F)Nc2ncnn2C1c1cc(OC)ccc1OC (centres undefined) was read as TEAD-YAP block 4.0, GPR151 ag -0.4, FBW7 act 0.3 and MITF primary 10.3.
`COc1ccc2nc(C)cc(SCC(=O)N/N=C/c3ccc(O)cc3O)c2c1` gave TEAD-YAP block 18.8, GPR151 ag 0.5, FBW7 act -2.6 and MITF primary -0.8.
CC(=O)CSc1ncnc2c1nnn2Cc1ccc(C)cc1 was read as TEAD-YAP block -6.4, GPR151 ag 1.7, FBW7 act 0.1 and MITF primary -4.4.
Screening COc1ccc(-c2cn3c4c(=O)n(C)c(=O)n(C)c4nc3n2-c2cccc3c2OCCO3)cc1 returned TEAD-YAP block -4.9, GPR151 ag -0.4, FBW7 act 0.1 and MITF primary -15.6.
`O=c1c2c3c(sc2nc2n1CCCCC2)/C(=N\O)CCC3` gave TEAD-YAP block -24.6, GPR151 ag -1.6, FBW7 act 0.0 and MITF primary 11.8.
For N=C1/C(=C\c2ccc(Br)cc2)C(=O)N=C2SC(N3CCOCC3)=NN12 the results were TEAD-YAP block 1.6, GPR151 ag 0.0, FBW7 act 0.1 and MITF primary 13.7.
For COc1cccc(CN2CCC3(C=Cc4ccccc43)CC2)c1 the results were TEAD-YAP block -14.6, GPR151 ag -0.1, FBW7 act -0.1 and MITF primary 18.7.
CC(=O)Nc1nc(C)c(-c2csc(Nc3cc(C)ccn3)n2)s1 was read as TEAD-YAP block -29.7, GPR151 ag 1.4, FBW7 act -0.1 and MITF primary 9.8.
CC1=C(C#N)C(=O)NC(=O)/C1=C\c1ccc(-c2cccc([N+](=O)[O-])c2)o1 was read as TEAD-YAP block 2.0, GPR151 ag -0.7, FBW7 act -0.1 and MITF primary 13.7.
For Cc1ccc(Nc2nnc(SCC(=O)Nc3sccc3C#N)s2)cc1 the results were TEAD-YAP block -10.0, GPR151 ag 0.8, FBW7 act 0.1 and MITF primary 4.3.
Cc1ccc(OCC(=O)N/N=C/c2cccc([N+](=O)[O-])c2)cc1 was read as TEAD-YAP block -0.7, GPR151 ag 0.7, FBW7 act 0.0 and MITF primary 10.1.
Screening O=C(/C=C/c1ccc(-c2ccc(Br)cc2)o1)c1ccccc1 returned TEAD-YAP block 0.1, GPR151 ag 0.2, FBW7 act 0.1 and MITF primary 15.6.
For CCc1ccccc1NC(=O)CSC1=C(C#N)C(c2cccs2)C(C(=O)Nc2ccccc2C)=C(C)N1 (centres undefined) the results were TEAD-YAP block 5.9, GPR151 ag 0.9, FBW7 act 0.1 and MITF primary 12.7.
COC(=O)c1[nH]c2ccccc2c1CC(C#N)C#N was read as TEAD-YAP block 2.6, GPR151 ag -1.3, FBW7 act 0.0 and MITF primary -1.8.
Screening CC1(C)CC(=O)C2=C(C1)NCN(Cc1ccc3c(c1)OCO3)C2 returned TEAD-YAP block 7.3, GPR151 ag 0.8, FBW7 act 0.0 and MITF primary 5.5.
`O=C(O)c1ccc(CNCc2cccc(Br)c2)cc1` gave TEAD-YAP block 0.1, GPR151 ag 2.7, FBW7 act -0.1 and MITF primary -11.5.
Screening Cc1cccnc1CCNC(=O)CC1C(=O)NCCN1Cc1ccc(F)cc1Cl (centres undefined) returned TEAD-YAP block 7.9, GPR151 ag 0.2, FBW7 act 0.1 and MITF primary 7.6.
`O=C1Nc2ncccc2OC1CCCl` (centres undefined) gave TEAD-YAP block -2.1, GPR151 ag -1.6, FBW7 act -0.1 and MITF primary 1.5.
For Cc1ccc(C)c(C(=O)COC(=O)c2nonc2N)c1 the results were TEAD-YAP block -0.1, GPR151 ag 0.8, FBW7 act -0.1 and MITF primary 3.5.
Screening Cc1ccc(OCCCC(=O)Nc2sc3c(c2C(N)=O)CCCC3)cc1 returned TEAD-YAP block -5.5, GPR151 ag -1.2, FBW7 act -0.1 and MITF primary 10.2.
O=c1/c(=C\c2cccn2-c2ccccc2)sc2nc3ccccc3n12 was read as TEAD-YAP block 9.5, GPR151 ag -0.1, FBW7 act 0.7 and MITF primary 6.0.
`CCc1ccccc1NS(=O)(=O)c1cc(Cl)ccc1Cl` gave TEAD-YAP block -1.6, GPR151 ag 0.9, FBW7 act 0.1 and MITF primary 4.8.
Cc1ncn(-c2ccc(Nc3ncc4cccc(-c5ccccc5)c4n3)cc2)n1 was read as TEAD-YAP block 9.2, GPR151 ag 0.5, FBW7 act -0.6 and MITF primary 5.5.
Cc1c(Cl)cccc1NC(=O)c1ccc(N2C(=O)c3ccccc3C2=O)cc1 was read as TEAD-YAP block -8.1, GPR151 ag 7.0*, FBW7 act 0.0 and MITF primary -6.0.
CC(C)n1c(=O)c2oc3ccccc3c2n(CC(=O)Nc2cccc(Cl)c2)c1=O was read as TEAD-YAP block 4.1, GPR151 ag -0.8, FBW7 act 0.0 and MITF primary 0.2.
`O=C(Nc1ccc(-c2ccc3nnc(-c4ccncc4)n3n2)cc1)C1CCCC1` gave TEAD-YAP block -10.4, GPR151 ag 2.4, FBW7 act 0.0 and MITF primary 5.1.
For COc1ccc(-c2cc(-c3ccccc3)nc(SCc3ccncc3)c2C#N)cc1 the results were TEAD-YAP block -0.4, GPR151 ag -0.5, FBW7 act 0.0 and MITF primary 7.0.
`COc1ccc(C2CCN(Cc3ccncc3)CC2)cc1` gave TEAD-YAP block 21.9, GPR151 ag -1.3, FBW7 act 0.2 and MITF primary 14.9.
For NC1=NC(c2c(F)cccc2Cl)n2c(nc3ccccc32)N1 (centres undefined) the results were TEAD-YAP block -8.1, GPR151 ag 1.1, FBW7 act 0.0 and MITF primary 0.4.
For O=C(c1nc2sccn2c1CN1CCCC(c2ccccc2)CC1)N1CCCC1 (centres undefined) the results were TEAD-YAP block -5.4, GPR151 ag 1.0, FBW7 act -0.1 and MITF primary -3.1.
Screening COc1cc([N+](=O)[O-])ccc1NC(=O)c1c(-c2c(Cl)cccc2Cl)noc1C returned TEAD-YAP block 5.5, GPR151 ag -2.5, FBW7 act 0.2 and MITF primary 16.8.
CCN(CC)c1ccc(/C=C(\C#N)c2nc3ccccc3c(=O)[nH]2)cc1 was read as TEAD-YAP block -1.4, GPR151 ag -2.4, FBW7 act -0.1 and MITF primary -1.1.
`COc1ccc(CC(=O)O/N=C(\N)Cc2ccc(OC)c(OC)c2)cc1` gave TEAD-YAP block -16.0, GPR151 ag 2.9, FBW7 act 0.2 and MITF primary 2.4.
COc1ccc(N(CC(=O)NC2CCCC2)C(=O)c2ccc(N3CCCCC3)nc2)cc1 was read as TEAD-YAP block 3.5, GPR151 ag 0.0, FBW7 act -0.2 and MITF primary 0.9.
COc1ccc(C(C)=O)cc1CSc1nc2c(sc(=S)n2-c2ccccc2C)c(=O)n1-c1ccccc1 was read as TEAD-YAP block 5.1, GPR151 ag 0.0, FBW7 act -0.2 and MITF primary 7.8.
For CN(C)CCOc1ccc([N+](=O)[O-])cc1 the results were TEAD-YAP block -1.0, GPR151 ag -0.5, FBW7 act -0.1 and MITF primary 29.4.
For Clc1ccc(-c2cnn3ccc(NCc4cccnc4)nc23)cc1 the results were TEAD-YAP block -2.4, GPR151 ag 0.1, FBW7 act -0.1 and MITF primary 13.6.
For COC(=O)N/N=C(/c1ccccc1)C1CCCCC1 the results were TEAD-YAP block -12.4, GPR151 ag 0.4, FBW7 act 0.2 and MITF primary 8.9.
Screening Cc1cc(C(=O)N2C(=O)c3cccc(N)c3C2=O)ccc1[N+](=O)[O-] returned TEAD-YAP block -2.3, GPR151 ag -6.9, FBW7 act 0.1 and MITF primary -0.5.
`CCOC(=O)C1CCCN(C(=O)CCc2csc3nc(-c4ccc(Cl)cc4)cn23)C1` (centres undefined) gave TEAD-YAP block 3.1, GPR151 ag -0.7, FBW7 act 0.5 and MITF primary 17.1.

Taken from the listing for reference:
For CN(C)CCOc1ccc([N+](=O)[O-])cc1 the results were TEAD-YAP block -1.0, GPR151 ag -0.5, FBW7 act -0.1 and MITF primary 29.4.
For Clc1ccc(-c2cnn3ccc(NCc4cccnc4)nc23)cc1 the results were TEAD-YAP block -2.4, GPR151 ag 0.1, FBW7 act -0.1 and MITF primary 13.6.
For COC(=O)N/N=C(/c1ccccc1)C1CCCCC1 the results were TEAD-YAP block -12.4, GPR151 ag 0.4, FBW7 act 0.2 and MITF primary 8.9.
Screening Cc1cc(C(=O)N2C(=O)c3cccc(N)c3C2=O)ccc1[N+](=O)[O-] returned TEAD-YAP block -2.3, GPR151 ag -6.9, FBW7 act 0.1 and MITF primary -0.5.
